Source: PubChem
SUMO1 PPI mod: modulators of SUMO1 protein-protein interactions, primary screen, biochemical, uHTS. 360,000 tested, 0.33% active. Small ubiquitin-related modifier 1 (Homo sapiens), P63165. SUMO1 binding to a labelled peptide, TR-FRET, 1 h. inhibition, % at 20 µM; in the data active = inhibition above about 37%
Target sequence (P63165 whole entry, looked up): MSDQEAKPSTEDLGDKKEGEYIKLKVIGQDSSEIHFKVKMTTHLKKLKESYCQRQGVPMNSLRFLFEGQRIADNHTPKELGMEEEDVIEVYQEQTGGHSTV
TbMetRS inhib: T. brucei MetRS inhibitors, primary screen, biochemical, luminescence. inhibition, % at 11.9 µM. 360,000 tested, 0.4% active. purified T. brucei MetRS, ATP depletion, Kinase-Glo luminescence;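 active = inhibition above a per-plate cutoff of the control wells' mean inhibition plus 3 SD, cut at about 5.5% in these data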;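 also: 0% = DMSO wells median and 100% = median of wells with control inhibitor compound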
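assay system = parasite MetRS enzyme | timing = 15 min preincubation, 2 h reaction, all 25 °C | evaluation = percent inhibition relative to median high and low control wells | medium = HEPES buffer containing pyrophosphatase, BSA, spermine, DTT | compound = single dose, 11.9 µM final nominal, 0.9% final DMSO | detection = Kinase-Glo luminescence, ATP depletion format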
Scp-1 inhibitor: Scp-1 phosphatase inhibitors, primary screen, biochemical, colorimetric, uHTS; Recombinant Scp1, phosphopeptide, malachite green phosphate absorbance; AID 493091, 2011; 340,000 tested, 0.88% active; Carboxy-terminal domain RNA polymerase II polypeptide A small phosphatase 1 (Homo …; inhibition, % at 20 µM;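 active = inhibition above about 50% at 20 µM, limit read from the data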;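 also: plate controls were DMSO wells with enzyme for no effect and wells lacking enzyme for full effect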
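Test system – truncated SCP-1 phosphatase (76-261aa) · Reagent – Phosphorylated 17-residue peptide substrate · Incubation – 45 min room-temperature reaction, 5 min colour, 30 min stabiliser · Detection – colorimetric phosphate reagent with accelerator and stabiliser, absorbance at 630 nm · Measure – % inhibition at 20 µM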
DNMT1 block: human DNMT1 methyltransferase inhibitors, primary screen, biochemical, molecular beacon, fluorescence, HinP1I cleavage, uHTS; DNA (cytosine-5)-methyltransferase 1 (Homo sapiens), P26358; inhibition (reported as % activation of signal), % at 10 µM; 360,000 tested, 0.83% active; AID 588458, 2011; in the data active = inhibition above about 50%
STEP block: STEP phosphatase inhibitors, primary screen, biochemical, fluorescence intensity, uHTS | Tyrosine-protein phosphatase non-receptor type 5 (Homo sapiens), P54829 | recombinant STEP, OMFP fluorogenic substrate | inhibition, % at 20 µM | 360,000 tested, 0.25% active | AID 588621, 2011;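 active = inhibition at 20 µM, scaled per plate between control wells, above about 37%, limit read from the data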;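 also: 0% = DMSO with enzyme and substrate and 100% = substrate only without enzyme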
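System: STEP (striatal-enriched tyrosine phosphatase) enzyme, cell-free; medium: Bis-Tris pH 6.0 buffer with DTT, detergent; dosing: 20 µM, 1% DMSO; times: reaction 20 min, ambient temperature; detection: fluorescence, 480/540 nm; read-out basis: normalized % inhibition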
LMPTP block: LMPTP phosphatase inhibitors, primary screen, biochemical, fluorescence intensity, uHTS | Low molecular weight phosphotyrosine protein phosphatase (Homo sapiens), P24666 | recombinant LMPTP-A, OMFP fluorogenic substrate | 360,000 tested, 0.22% active | inhibition, % at 20 µM;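 active = compounds that cut the enzyme signal by at least half of the control window in the single-dose screen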;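 also: plate controls were DMSO wells with enzyme plus substrate for no effect and substrate without enzyme for full effect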
Target sequence (P24666 whole entry, looked up): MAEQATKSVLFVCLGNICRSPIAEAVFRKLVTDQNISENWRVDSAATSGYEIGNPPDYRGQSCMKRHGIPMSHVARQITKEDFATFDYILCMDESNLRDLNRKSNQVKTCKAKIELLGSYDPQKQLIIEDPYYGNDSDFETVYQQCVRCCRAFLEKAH
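Test system: LMPTP-A phosphatase enzyme. Amount: LMPTP-A at 0.625 nM final in the reaction. Reagent: OMFP substrate, 400 µM final. Times: 50 min at room temperature. Signal: endpoint fluorescence intensity from OMFP dephosphorylation. Read-out basis: % inhibition. Benchmarks: no-enzyme and uninhibited controls.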
E coli Lon inh: inhibitors of E. coli Lon protease, primary screen, biochemical, fluorescence polarization. 360,000 tested, 0.42% active. AID 602123, 2011. purified E. coli Lon protease. inhibition, % at 7.94 µM; in the data active = inhibition above about 13%, passing the limit was not always enough;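 also: 0% = enzyme with probe and DMSO and 100% = no enzyme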
Target sequence (P0A9M0 whole entry, looked up): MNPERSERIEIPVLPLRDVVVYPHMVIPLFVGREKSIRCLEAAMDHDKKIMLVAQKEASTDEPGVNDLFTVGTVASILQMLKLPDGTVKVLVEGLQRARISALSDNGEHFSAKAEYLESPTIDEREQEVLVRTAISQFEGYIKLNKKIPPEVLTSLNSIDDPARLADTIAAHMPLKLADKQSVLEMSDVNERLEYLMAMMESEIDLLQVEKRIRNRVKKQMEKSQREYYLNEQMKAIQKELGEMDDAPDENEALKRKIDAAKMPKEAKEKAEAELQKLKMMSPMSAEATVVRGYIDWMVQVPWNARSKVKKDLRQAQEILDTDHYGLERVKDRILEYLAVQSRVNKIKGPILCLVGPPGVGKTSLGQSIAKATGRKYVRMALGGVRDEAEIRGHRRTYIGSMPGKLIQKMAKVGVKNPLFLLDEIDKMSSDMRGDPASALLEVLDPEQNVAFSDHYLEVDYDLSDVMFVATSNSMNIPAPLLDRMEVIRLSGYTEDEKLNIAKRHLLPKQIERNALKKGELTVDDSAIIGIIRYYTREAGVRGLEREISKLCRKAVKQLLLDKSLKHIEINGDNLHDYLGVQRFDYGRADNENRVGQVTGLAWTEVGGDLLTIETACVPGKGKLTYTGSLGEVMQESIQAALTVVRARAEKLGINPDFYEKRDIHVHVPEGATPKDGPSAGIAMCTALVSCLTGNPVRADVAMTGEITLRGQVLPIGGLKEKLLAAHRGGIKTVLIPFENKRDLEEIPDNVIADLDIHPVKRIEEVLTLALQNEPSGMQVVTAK
MsrA inh: bovine MsrA enzyme inhibitors, primary screen, biochemical, absorbance, HTS; Methionine sulfoxide reductase A (Bos taurus); purified bovine MsrA, absorbance read-out; inhibition, % at 15.5 µM; 360,000 tested, 0.75% active; AID 651718, 2012; in the data active = inhibition above about 4.5%;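 also: 0% = vehicle wells with enzyme and 100% = reference inhibitor wells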
MsrA act: bovine MsrA enzyme activators, primary screen, biochemical, absorbance, HTS | Methionine sulfoxide reductase A (Bos taurus) | purified bovine MsrA, absorbance read-out | activation, % at 10.6 µM | 360,000 tested, 0.3% active; in the data active = activation above about 7.5%;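 also: 0% = vehicle and 100% = reference activator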
NRP1-CendR mod: modulators of CendR peptide binding to NRP-1, primary screen, biochemical, fluorescence polarization, uHTS; FAM-RPARPAR peptide binding to NRP-1; Neuropilin-1 (Homo sapiens), O14786; 360,000 tested, 0.85% active; inhibition, % at 25 µM;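 active = inhibition or corrected inhibition above about 18%, plus a signal ratio from 0.5 to 1.5, limit read from the data, passing the limit was not always enough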; also: strong numbers were not always called active
The depositor's hits bear a star; x = not tested or not shown.

SMILES	SUMO1 PPI mod	TbMetRS inhib	Scp-1 inhibitor	DNMT1 block	STEP block	LMPTP block	E coli Lon inh	MsrA inh	MsrA act	NRP1-CendR mod
Cc1nn(CC(=O)NCC2CCCO2)c(=O)c2cc3ccccc3n12 (centres undefined)	-9.4	-0.6	5.8	5.5	-0.8	-1.0	0.1	1.6	-5.8	3.1
O=C(CCN1CCOCC1)Nc1cc(C(=O)Nc2ccc(Cl)cc2)ccc1N1CC2CC(C1)c1cccc(=O)n1C2 (centres undefined)	2.2	0.0	-5.5	1.7	0.6	0.8	5.1	0.8	0.1	3.2
CCNC(=O)C1CCCN(Cc2cc(-c3ccccc3)on2)CC1 (centres undefined)	-2.8	-0.3	x	1.9	-1.4	-0.6	-10.2	-1.4	-0.8	5.9
CC1CC(=O)Nc2ccccc2N1S(=O)(=O)c1ccc(F)cc1F (centres undefined)	2.7	-0.5	-7.2	8.3	1.6	-2.3	8.4	-1.0	-3.8	-13.1
CN(C)c1nc(OCCOC(=O)c2ccccc2)nc(N(C)C)n1	5.1	-0.6	-5.2	0.9	0.7	0.7	-3.1	-0.4	-2.5	-3.0
COC(=O)c1ccc(N=NN2CCOCC2)cc1	-14.5	-0.1	0.9	-0.5	-1.7	-1.1	3.7	6.6*	-3.9	-11.9
O=C(Nc1ccccc1C(=O)N1CCCC1)c1ccc(Cl)cc1Cl	-2.5	-0.3	6.6	1.3	1.0	0.3	-12.4	-1.8	-4.5	5.0
CCOc1ccc(N/C(N)=N/c2nc(CSc3nnc(C)s3)cc(=O)[nH]2)cc1	-3.9	-0.6	2.5	-1.2	0.4	-0.8	9.0	-1.9	-4.5	1.4
CC(C)n1cc(C(=O)c2cc(Br)ccc2O)cc(C#N)c1=O	-0.9	0.1	-20.1	-0.3	3.9	-0.4	-1.2	1.3	-4.9	-25.7
Cc1nnc(SCC(=O)Nc2cccc([N+](=O)[O-])c2)n1CC1CCCO1 (centres undefined)	-17.3	0.0	-2.0	-0.9	-1.8	-0.7	-7.7	-0.1	-1.3	14.9
CCOC(=O)N1CCN(C(=O)c2c(N)no[n+]2[O-])CC1	-1.8	0.5	x	0.2	-3.8	-0.5	1.8	x	0.1	4.4
CC(Nc1ncnc2nc[nH]c12)c1ccccc1 (centres undefined)	3.4	-0.1	-12.9	3.1	3.1	-0.7	-0.3	0.0	4.0	-4.8
Cc1ccc(S(=O)(=O)Nc2ccc(C(=O)N3CCCC3)cc2)cc1	4.4	0.8	21.5	-2.6	-1.4	0.3	7.2	0.3	-3.0	1.7
CC(NC(=O)C(C)N1C(=O)c2cccc([N+](=O)[O-])c2C1=O)c1ccccc1 (centres undefined)	-23.4	-0.3	-5.2	-2.2	1.7	-0.1	4.2	0.3	0.0	-5.9
Cc1ccc(C2c3c(-c4ccccc4O)n[nH]c3C(=O)N2Cc2ccncc2)cc1 (centres undefined)	1.7	0.0	1.4	-10.3	3.0	1.0	-3.1	-0.9	-2.6	-8.3
CC1CN(C(=O)CSc2nnc(-c3cccs3)n2N)CC(C)O1 (centres undefined)	0.2	0.1	-5.0	5.9	-1.0	-1.1	-9.8	-0.6	-1.9	2.7
O=C(CSC1=NS(=O)(=O)c2ccccc21)Nc1ccccc1	-2.8	0.4	-12.0	4.6	-4.8	-0.6	-10.2	0.1	2.1	-32.2
CCOc1ccc(C2/C(=C(/O)c3ccc4c(c3)CC(C)O4)C(=O)C(=O)N2CCCn2ccnc2)cc1OCC (centres undefined)	-16.9	-0.6	-9.1	-4.2	-1.7	-1.3	0.5	1.5	-3.9	-2.1
Cc1ccc(C(=O)NC(NC(=O)c2ccc(C)cc2)c2cccc([N+](=O)[O-])c2)cc1	-1.8	0.4	-12.2	6.4	5.3	-0.2	-9.8	-0.7	-4.8	-11.6
Cc1ccccc1Nc1c(C)c(C)nc2ncnn12	7.5	-0.1	-2.0	2.0	-0.7	-0.8	-0.1	0.9	-1.8	7.7
Cc1cccc(CN2CCN(C(=S)Nc3ccccc3)CC2)c1	0.0	-0.8	2.0	-0.3	-1.5	0.1	4.7	0.1	-3.1	-0.3
Cc1onc(-c2c(Cl)cccc2Cl)c1COC(=O)c1ccc([N+](=O)[O-])cc1	-13.4	-0.1	-6.6	8.4	0.5	0.6	-6.6	-0.3	3.8	-0.9
COCCn1c(N)c(N(Cc2ccccc2)C(=O)c2ccc(N3CCCC3=O)cc2)c(=O)[nH]c1=O	-0.6	-0.1	-0.1	1.9	-2.7	-1.2	-6.4	1.0	-2.1	2.1
CCn1c(SCC(=O)NCc2ccco2)nc2cccnc21	1.0	-0.4	8.7	2.8	2.4	-0.3	-4.8	0.8	-8.3	-7.8
O=C(Nc1cccc(F)c1)Nc1cnccn1	-0.5	-0.1	-5.0	0.2	0.5	-1.5	0.9	-0.4	-4.8	-12.3
CC(Sc1nc2c(c(=O)[nH]1)CCCC2)C(=O)Nc1ccc(Br)cn1 (centres undefined)	12.3	0.5	-7.1	0.8	-4.1	-1.7	-7.0	-0.6	-0.3	3.1
Cc1cc(OC(=O)c2ccccc2Cl)c([N+](=O)[O-])c(=O)[nH]1	-1.7	-0.5	-6.6	-2.5	-1.7	0.6	2.5	-0.1	-0.9	14.8
COC(=O)[C@H](CC(C)C)NC(=O)CC[C@H]1O[C@@H](n2cc(C)c(=O)[nH]c2=O)C[C@@H]1O	27.9	-0.1	x	3.2	-1.8	-1.7	3.0	-1.7	-2.4	-0.2
Cc1ccccc1-c1nnc(SC(C)C(=O)NC2CCCC2)o1 (centres undefined)	6.4	-0.3	-2.2	3.9	-1.5	0.1	-6.3	1.4	-1.7	5.5
O=C(CCN1C(=O)/C(=C/c2ccc(F)cc2)SC1=S)NNC(=O)c1cccnc1	-19.5	-0.3	-1.7	-0.2	0.7	1.5	-13.4	0.0	-0.8	-14.1
O=C(c1cccc(F)c1)N1CCc2ccccc2C1	2.7	0.3	-12.1	-12.0	-4.7	-1.1	-8.7	-1.0	-0.8	5.8
Cc1ccc(NCc2ccc(O)c3ncccc23)cc1C	-8.6	-0.3	-9.3	-2.4	2.0	1.1	0.1	0.6	-1.6	1.9
CCOC(=O)CSc1nc2sc3c(c2c(=O)n1C1CCCCC1)CCN(C)C3	0.0	-0.2	0.8	7.4	4.4	1.6	-8.9	1.9	-2.7	-54.7
Cc1cc(=O)oc2cc(OCC(=O)NCc3ccco3)ccc12	2.8	-0.8	-1.7	0.9	1.3	-0.9	-5.8	1.6	0.2	-1.3
C=CCNC(=O)c1cnc2n(c1=O)CCS2	-1.0	-0.6	1.2	1.1	-2.3	-0.7	-10.1	0.7	-2.1	-6.1
COc1ccc(-c2cnc3c(NC(C)=O)cc(-c4cc(F)ccc4OC)cn23)cc1OC	-1.1	-0.5	x	-8.3	0.1	-1.4	-9.2	0.7	-7.3	-10.5

The closing 3 records of the section before come first, to join the parts.
SMILES	SUMO1 PPI mod	TbMetRS inhib	Scp-1 inhibitor	DNMT1 block	STEP block	LMPTP block	E coli Lon inh	MsrA inh	MsrA act	NRP1-CendR mod
Cc1cc(=O)oc2cc(OCC(=O)NCc3ccco3)ccc12	2.8	-0.8	-1.7	0.9	1.3	-0.9	-5.8	1.6	0.2	-1.3
C=CCNC(=O)c1cnc2n(c1=O)CCS2	-1.0	-0.6	1.2	1.1	-2.3	-0.7	-10.1	0.7	-2.1	-6.1
COc1ccc(-c2cnc3c(NC(C)=O)cc(-c4cc(F)ccc4OC)cn23)cc1OC	-1.1	-0.5	x	-8.3	0.1	-1.4	-9.2	0.7	-7.3	-10.5
COc1cc(OC)c(-c2cc(C(=O)O)ccc2OC)c(OC)c1	0.8	-0.6	-7.3	3.7	-2.7	-0.2	-1.7	-0.7	-2.6	0.2
CCOc1ccc(CNC(=O)c2cc3oc4ccccc4c3n2C)cc1	-0.5	-0.7	-11.5	-1.8	-2.1	-0.6	-3.4	1.0	-4.0	-1.2
O=C(O)CN1C(=O)/C(=C/c2ccc(N3CCCCC3)o2)SC1=S	-11.7	-0.9	45.4	18.1	31.9	-0.4	-6.8	1.7	-5.7	-197.8
CC1CCC/C(=N\Nc2ccc(Cl)c(C(=O)O)c2)C1 (centres undefined)	13.8	-0.7	41.1	25.2	3.4	-2.3	-5.1	0.3	0.6	-35.7
COc1ccc(N2CC(C(=O)N3CCN(C(=O)c4ccco4)CC3)CC2=O)cc1 (centres undefined)	0.3	-0.3	0.1	-0.9	-0.4	0.4	-6.3	-0.1	-5.3	1.8
O=C(NC1CC2CCC(C1)N2Cc1ccccc1)c1ccccc1Br (centres undefined)	1.0	-0.5	-3.5	-0.4	1.4	-1.9	-0.7	0.1	-4.1	-5.7
O=C(Cc1ccc(F)cc1)NC1CCSC1=O (centres undefined)	5.6	0.0	-9.0	0.8	-2.5	0.5	-8.1	1.7	-2.6	9.6
CCOC(=O)c1sc(N)nc1C(C)(C)C	2.4	-0.4	-4.1	0.1	2.1	-1.4	5.3	-0.1	-3.5	-15.7
CCOc1ccc(S(=O)(=O)N(CC)CC(=O)NCc2ccncc2)cc1C	2.4	-0.5	3.7	0.5	-1.5	-1.2	-2.9	0.7	0.2	1.6
O=c1[nH]c2c(s1)C(c1ccccc1)C1C3CCC(C3)C1S2 (centres undefined)	-1.1	-0.7	-12.2	3.6	-3.2	1.8	-2.5	-0.8	-2.5	10.3
O=C(NCc1ccccc1F)C1CCN(C(=O)c2sccc2-n2cccc2)CC1	28.9	-0.7	4.5	-1.1	-0.9	-2.1	-11.4	-1.5	-13.6	-7.3
CCn1c(COc2ccc(=O)n(-c3ccccc3)n2)n[nH]c1=S	-4.8	-0.4	-4.0	-1.0	-3.3	-4.3	-9.9	1.2	-6.9	-5.3
Cc1ccc(C(=O)N/C(=C\c2ccco2)C(=O)NCCN2CCCCC2)cc1C	-8.9	-0.1	-10.3	2.3	-0.9	-0.9	-1.8	1.8	-3.6	-8.9
